# Screening results: PubChem BioAssay, several laboratories
# Wee1 stabilizer: Wee1 degradation inhibitors, primary screen, cell-based, HeLa, Wee1K328M-luciferase, luminescence | Wee1-like protein kinase (Homo sapiens), P30291 | HeLa Luc-Wee1K328M stability; 100% = proteasome inhibitor MG132 effect | reporter increase, % at 5 µM | 1.2% of 220,000 active;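 active = activation above the mean of all tested compounds plus 3 SD, set per screening run, cut at about 8.8% in these data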;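 note: cells exposed to compound for 20 h before luminescence read; 0% = DMSO alone and 100% = MG132 at 30 µM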
# eIF4E-4G inh: eIF4E–eIF4G protein interaction inhibitors, primary screen, biochemical, uHTS, TR-FRET, eIF4GI fragment. Eukaryotic translation initiation factor 4E (Mus musculus) + Eukaryotic translation …. TR-FRET eIF4E-eIF4GI(517-606) binding, 2 h. inhibition, % at 21.7 µM. 0.37% of 220,000 active;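 active = inhibition above about 30%, limit read from the data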;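 note: 0% = full FRET control wells and 100% = background wells lacking eIF4GI fragment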
# KLK5 inh: human KLK5 protease inhibitors, primary screen, biochemical, 1536-well; Kallikrein-5 (Homo sapiens), Q9Y337; recombinant hK5, fluorogenic AMC substrate cleavage; inhibition, % at 5 µM; 0.59% of 210,000 active; AID 873, 2007;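 active = inhibition of 40% or more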;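 note: 0% = enzyme controls without compound and 100% = no-enzyme blanks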
# p97 ATPase inh: inhibitors of human p97 ATPase, primary screen, biochemical | Transitional endoplasmic reticulum ATPase (Homo sapiens), P55072 | recombinant p97 ATPase, Kinase-Glo ATP luminescence, 3 h | inhibition, % at 8 µM | 0.42% of 220,000 active | AID 1481, 2009; in the data active = inhibition above about 15%;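 note: 0% = DMSO vehicle and 100% = wells lacking enzyme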
# FXIa inh 1536: human FXIa protease inhibitors, primary screen, biochemical, 1536-well; Coagulation factor XI (Homo sapiens), P03951; purified FXIa, Boc-Glu-Ala-Arg-AMC fluorogenic substrate; inhibition, % at 5 µM; 0.14% of 220,000 active; AID 798, 2007;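 active = inhibition of at least 40%; inactive = inhibition below 40%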;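 note: fluorescence of freed AMC excited at 355 nm; 0% = enzyme without compound and 100% = no enzyme blank; many of its hits are not listed in these tables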
# Target sequence (P03951 19-387 limits assumed): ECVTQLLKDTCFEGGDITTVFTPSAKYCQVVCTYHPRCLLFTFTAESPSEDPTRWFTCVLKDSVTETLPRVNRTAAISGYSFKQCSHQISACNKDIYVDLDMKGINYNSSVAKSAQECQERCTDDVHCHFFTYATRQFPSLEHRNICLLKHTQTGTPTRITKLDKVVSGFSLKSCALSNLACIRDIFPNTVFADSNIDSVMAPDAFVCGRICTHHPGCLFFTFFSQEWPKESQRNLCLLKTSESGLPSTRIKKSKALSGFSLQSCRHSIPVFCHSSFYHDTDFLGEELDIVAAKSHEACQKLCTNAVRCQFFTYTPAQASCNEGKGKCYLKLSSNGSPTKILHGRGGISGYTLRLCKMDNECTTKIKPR
# Target sequence (P03951 388-625 limits assumed): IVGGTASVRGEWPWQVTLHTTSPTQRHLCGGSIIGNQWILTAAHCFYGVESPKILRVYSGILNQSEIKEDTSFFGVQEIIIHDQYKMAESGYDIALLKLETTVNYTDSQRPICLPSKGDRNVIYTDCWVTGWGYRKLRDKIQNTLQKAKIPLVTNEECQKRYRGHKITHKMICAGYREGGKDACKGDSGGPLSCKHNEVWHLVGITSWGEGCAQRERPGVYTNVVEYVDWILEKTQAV
# FXIIa inh: human FXIIa protease inhibitors, primary screen, biochemical, 1536-well; purified FXIIa, Boc-QGR-AMC fluorogenic substrate, 2 h; inhibition, % at 5 µM; Coagulation factor XII (Homo sapiens), P00748; 0.3% of 220,000 active; AID 800, 2007; in the data active = inhibition above about 40%;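 note: 0% = enzyme with no compound and 100% = blank without enzyme; many of its hits are not listed in these tables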
# Rad51 HR inh: human RAD51 strand exchange inhibitors, primary screen, biochemical, fluorescence. DNA repair protein RAD51 homolog 1 (Homo sapiens), Q06609. hRad51 DNA strand exchange, fluorescence dequenching. inhibition, % at 10 µM. 0.085% of 200,000 active. AID 1385, 2008;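 active = inhibition above 40% at the single screening dose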;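 note: 0% = DMSO control wells and 100% = blanks with heterologous ssDNA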
#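 material = hRad51 filaments on single-stranded DNA | timing = filaments 15 min 37 °C, then compound 30 min | signal = FRET fluorescence dequenching, excitation 485 nm, emission 520 nm | benchmarks = control wells and blank wells on each plate | evaluation = percent inhibition relative to plate controls and blanks | compound = 10 µM final, single point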
# 14-3-3 Bad inh: inhibitors of 14-3-3 zeta/Bad binding, primary screen, biochemical, TR-FRET, bovine 14-3-3 zeta. 14-3-3 protein zeta/delta (Bos taurus), P63103. TR-FRET 14-3-3zeta/Dy647-pBad peptide displacement, 1 h. inhibition, % at 21.7 µM. 0.71% of 220,000 active. AID 781, 2007;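 active = inhibition above about 70%, limit read from the data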;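 note: 0% = full 14-3-3 plus peptide FRET controls and 100% = background without 14-3-3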
# Target sequence (P63103 whole entry, looked up): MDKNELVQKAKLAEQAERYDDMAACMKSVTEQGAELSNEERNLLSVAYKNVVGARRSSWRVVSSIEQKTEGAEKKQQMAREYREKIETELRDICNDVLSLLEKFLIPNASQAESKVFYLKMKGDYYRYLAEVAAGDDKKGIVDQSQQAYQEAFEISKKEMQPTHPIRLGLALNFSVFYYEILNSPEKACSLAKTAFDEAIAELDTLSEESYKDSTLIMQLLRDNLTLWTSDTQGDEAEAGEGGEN
# MDM2 E3 inh: MDM2-luciferase reporter signal enhancers, primary screen, MDM2 E3 ligase inhibitor project, cell-based, luminescence, 1536-well | cell-based MDM2 ubiquitination luciferase reporter, 2 h; 0 = plate control, 100 = twice control, blank-subtracted | signal enhancement, % at 5 µM | 0.11% of 210,000 active;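 active = signal enhancement of 30% or more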;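 note: luminescence tracks abundance of the self-degrading MDM2-luciferase fusion protein; higher signal means inhibition of MDM2 E3 ligase activity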
#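 Test system: mammalian cells stably expressing self-ubiquitinating, self-degrading MDM2 E3–luciferase fusion; Amount: 2000 cells in each well; Medium: DMEM; Schedule: 4 h settle plus 2 h compound, 37 °C; Technique: SteadyLite luciferase luminescence after 15 min room-temperature reagent incubation; Benchmarks: plate control and blank wells.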
# Starred values were filed as active, the others as inactive; · = not tested or not shown; [ ] = remark or other dose.
SMILES | FXIIa inh | eIF4E-4G inh | FXIa inh 1536 | Rad51 HR inh | MDM2 E3 inh | 14-3-3 Bad inh | KLK5 inh | Wee1 stabilizer | p97 ATPase inh
COc1cccc(C2Oc3ccccc3C3CC(c4cccs4)=NN32)c1 (stereo not drawn) | 9 | -4 | -4 | -23 | -1 | -6 | -2 | -2 | 4
Cc1nc2nc(CSc3nc4ccccc4s3)cc(=O)n2[nH]1 | 5 | · | -1 | 6 | -5 | · | -5 | 0 | -1
CC(=O)c1cccc(NC(=O)COc2nsnc2N2CCOCC2)c1 | 22 | 4 | 6 | -4 | 10 | -6 | 2 | -2 | -4
Cc1oc(-c2ccc(Cl)cc2)cc1C(=O)O | 9 | 5 | 6 | 16 | -33 | 9 | 6 | -3 | 7
Cc1ccc(/C=C2/C(=O)ON=C2c2ccccc2)o1 | 5 | -2 | 6 | 2 | 1 | -12 | 7 | -2 | -2
O=P(OCC1CC1)(c1ccccc1)c1ccccc1 | 12 | 16 | 5 | 1 | -1 | -10 | -15 | 5 | 1
Nc1c(C(=O)NCCc2ccc(Cl)cc2)sc2ccc(S(=O)(=O)N3CCCCC3)cc12 | 7 | -1 | 10 | 4 | -17 | -13 | -6 | -1 | -6
O=C(c1ccc(C(F)(F)F)cc1)N1CCC(=O)N(C(COCc2ccccc2)Cc2ccccc2)CC1 (stereo not drawn) | 14 | -7 | 7 | 4 | · | 9 | -6 | -3 | -5
Cc1ccc(CNn2cnnc2SCc2ccc(F)cc2)cc1 | 3 | 1 | 0 | -4 | · | 4 | 1 | 0 | 2
O=C(NCC1(N2CCCCC2)CCCCC1)c1ccc(S(=O)(=O)N2CCCC2)cc1 | 3 | -3 | 7 | 15 | -11 | 0 | 4 | 0 | 13
O=C(c1ccco1)N(CCC(c1ccccc1)c1ccco1)Cc1ccc(F)cc1 (stereo not drawn) | -1 | 0[fluorescence artefact?] | -10 | 1 | -15 | -11 | 9 | 5 | 2
CCc1ccc(NC(=O)CSc2nc3ccccc3c(=O)n2CCCN2CCC(C)CC2)cc1 | 0 | -3 | -5 | 0 | -6 | -20 | -14 | 2 | -1
Cc1ccc(CCN2CC(C(=O)NCCCN3CCN(C)CC3)CC2=O)cc1 (stereo not drawn) | 6 | 0 | 2 | 8 | -12 | 1 | -22 | -2 | -5
CCN(CC)c1ncnc2c1sc1nc(C)cc(C)c12 | 11 | 0 | 3 | -7 | -1 | -16 | 6 | 4 | 0
Cc1cc(C(=O)OCC(=O)N(C)c2ccccc2)ccc1[N+](=O)[O-] | 10 | 4 | 1 | -139 | 0 | -9 | 3 | 2 | 0

# 5 of the compounds above, with values ahead of the structure:
FXIIa inh	eIF4E-4G inh	FXIa inh 1536	Rad51 HR inh	MDM2 E3 inh	14-3-3 Bad inh	KLK5 inh	Wee1 stabilizer	p97 ATPase inh	structure
9	-4	-4	-23	-1	-6	-2	-2	4	COc1cccc(C2Oc3ccccc3C3CC(c4cccs4)=NN32)c1 (stereo not drawn)
5	·	-1	6	-5	·	-5	0	-1	Cc1nc2nc(CSc3nc4ccccc4s3)cc(=O)n2[nH]1
22	4	6	-4	10	-6	2	-2	-4	CC(=O)c1cccc(NC(=O)COc2nsnc2N2CCOCC2)c1
9	5	6	16	-33	9	6	-3	7	Cc1oc(-c2ccc(Cl)cc2)cc1C(=O)O
5	-2	6	2	1	-12	7	-2	-2	Cc1ccc(/C=C2/C(=O)ON=C2c2ccccc2)o1

# (more compounds)
SMILES | FXIIa inh | eIF4E-4G inh | FXIa inh 1536 | Rad51 HR inh | MDM2 E3 inh | 14-3-3 Bad inh | KLK5 inh | Wee1 stabilizer | p97 ATPase inh
COc1cccc(OCCOc2ccccc2OC(C)C)c1 | -16 | -2 | -12 | -9 | -13 | 0 | -23 | 0 | -3
O=C1CN(c2ccccc2)C(=O)N1 | 3 | 2 | 0 | -3 | -1 | -2 | -5 | 1 | -2
C=CCn1c(SCc2c(C)noc2C)nc2sc3c(c2c1=O)CCCCC3 | 12 | 5 | -2 | 1 | -8 | -3 | 7 | 0 | -6
CCOC(=O)c1oc2ccccc2c1CSc1nnnn1-c1ccccc1 | 4 | 0 | 9 | -3 | -15 | 1 | 5 | -1 | -5
Nc1csnc1C(=O)O | -3 | 10[fluorescence artefact?] | -1 | -2 | -7 | 78* | -1 | 0 | 0
C=CCNc1nc(Nc2ccc(OC)cc2)nc(OCC)n1 | 9 | 0 | -1 | -6 | -13 | 9 | -2 | -3 | 0
COC(=O)CN1C(=O)C(C)=C(c2ccc(C)cc2)S1(=O)=O | 9 | 2 | -2 | 0 | 0 | -3 | 0 | 2 | 1
COc1cc(C2SCCS2)cc(Br)c1Oc1ncccc1[N+](=O)[O-] | 3 | -2 | 4 | 16 | -14 | -4 | 6 | 13* | 3
CCCCNC(=O)C(c1ccc(-c2ccccc2)cc1)N(CCN1CCOCC1)C(=O)CCCCCN1C(=O)NC(c2ccc([N+](=O)[O-])cc2)C(C(=O)OCc2ccccc2)=C1C (stereo not drawn) | 6 | -3 | -4 | -10 | · | -3 | 0 | -1 | -3
Cc1ccc(OCCCC(=O)Nc2ccc3c(c2)OCO3)cc1 | 1 | -5 | 6 | 4 | 1 | -4 | 0 | -2 | 0
COc1ccc(/C=C/c2ccncc2)c2ccccc12 | 2 | 11 | -13 | -2 | -13 | 35 | -26 | -1 | -6
CC(=O)Nc1nc(-c2ccc([N+](=O)[O-])cc2)cs1 | 2 | -1 | 2 | -5 | -7 | -4 | -2 | 1 | 2
CCC(C)(C)NC(=O)CN(C(=O)c1csnn1)c1ccccc1-c1ccccc1 | 8 | 1 | 0 | · | 4 | -2 | 13 | 0 | -1
O=C(C1=C[C@@H](c2ccccc2)C[C@@H](OCCCCO)O1)N1CCN(Cc2ccc3c(c2)OCO3)CC1 | 2 | 0 | -3 | 2 | · | 4 | -3 | 6 | -4
CCOC(=O)c1ccccc1Nc1cn(C(C)=O)c2ccccc12 | 13 | · | 6 | 5 | -9 | · | -3 | 0 | -3

# Grouped by structure, the entries above with a COOH group (2)
SMILES | FXIIa inh | eIF4E-4G inh | FXIa inh 1536 | Rad51 HR inh | MDM2 E3 inh | 14-3-3 Bad inh | KLK5 inh | Wee1 stabilizer | p97 ATPase inh
Cc1oc(-c2ccc(Cl)cc2)cc1C(=O)O | 9 | 5 | 6 | 16 | -33 | 9 | 6 | -3 | 7
Nc1csnc1C(=O)O | -3 | 10[fluorescence artefact?] | -1 | -2 | -7 | 78* | -1 | 0 | 0

# (more compounds)
SMILES | FXIIa inh | eIF4E-4G inh | FXIa inh 1536 | Rad51 HR inh | MDM2 E3 inh | 14-3-3 Bad inh | KLK5 inh | Wee1 stabilizer | p97 ATPase inh
C=CCN1N=C(c2ccc(NC(=O)c3ccccc3)cc2)CSC1=O | 1 | 5 | -4 | -80 | -4 | 5 | -5 | -1 | 5
CS(=O)(=O)N(CC(=O)Nc1c(F)cccc1F)c1ccc(C23CC4CC(CC(C4)C2)C3)cc1 | 9 | 2 | 3 | 4 | -34 | -13[fluorescence artefact?] | -13 | -1 | 2
C[C@]12CC[C@@H]3c4ccc(OC(=O)c5ccccc5)cc4CC[C@H]3[C@@H]1CC[C@@H]2O | 10 | -3 | 7 | 2 | · | 9 | 7 | 0 | -1
COc1ccc(CC(=O)N[C@@H](CCSC)c2nc3ccccc3[nH]2)cc1 | 9 | -2 | -8 | -16 | -2 | -1 | -1 | 1 | 3
CCC(Oc1ccccc1)C(=O)Nc1ncc([N+](=O)[O-])s1 (stereo not drawn) | 9 | 4 | 0 | 0 | -6 | -2 | 4 | -2 | 3
CC1(C)CC(c2nc(-c3ccc([N+](=O)[O-])cc3)cs2)CCO1 (stereo not drawn) | 2 | 11 | -3 | 4 | -2 | 14 | -7 | 0 | -2
Cc1nn(Cc2ccccc2Cl)c(C)c1C(=O)Nc1nnc(C2CC2)s1 | 8 | -1 | 1 | -4 | 4 | -10 | -12 | -3 | -7
Cn1ncc(-c2ccno2)c1C(=O)O | 6 | 1 | 0 | · | -6 | 8 | · | 5 | 2
O=C(CN1C(=O)S/C(=C\C=C\c2ccccc2)C1=O)Nc1ccc(O)cc1 | -4 | 3[fluorescence artefact?] | -10 | 2 | -2 | 1 | -18 | 2 | 4
Cc1ccc2nc(Cl)c(/C=N/NC(=O)c3ccccc3O)cc2c1 | 10 | -3 | 4 | 3 | -3 | -11[fluorescence artefact?] | -1 | 1 | 12
COC(=O)c1c(-c2cccc(C)c2)csc1NC(=O)C1CCCO1 (stereo not drawn) | 7 | 0 | -1 | 4 | -2 | -10 | 2 | -3 | 2
CS(=O)(=O)N(CC(=O)N1CCN(C(c2ccccc2)c2ccccc2)CC1)C1CCCCC1 | 6 | 2[fluorescence artefact?] | -26 | 1 | -10 | 10 | 5 | -2 | -4
Cc1cccc(NC(=S)N2CCN(Cc3ccc4c(c3)OCO4)CC2)c1C | 10 | -5 | 4 | -3 | -9 | 7 | 1 | -2 | 1
CC1CN(S(=O)(=O)c2cccc(-c3csc(-c4ccccc4)n3)c2)CC(C)O1 (stereo not drawn) | 28 | -5 | 22 | 2 | -23 | -12[fluorescence artefact?] | -7 | 0 | -2
CCOC(=O)N1CCN(CC(O)c2ccc3c(c2)CCN3)CC1 (stereo not drawn) | 9 | 2[fluorescence artefact?] | -4 | 1 | -15 | -3[fluorescence artefact?] | 6 | 0 | 3
COc1cc(C)ccc1OCCOCCOc1ccc(C)cc1[N+](=O)[O-] | 11 | 5 | 9 | · | · | 2[fluorescence artefact?] | -14 | 4 | 0
CCC(=O)N1c2ccc(S(=O)(=O)CCC(=O)N3CCn4c3nc3ccccc34)cc2CC1C (stereo not drawn) | 7 | 6[fluorescence artefact?] | -3 | 6 | -24 | -13 | -16 | 1 | 7
O=C(Nc1ccc2c(c1)CCC2)c1cc(S(=O)(=O)N2CCN(c3ccccc3)CC2)ccc1Cl | 17 | -3 | 7 | -11 | -4 | -5 | 6 | -1 | -2

# Records listed so far printed as active in 14-3-3 Bad inh:
SMILES | FXIIa inh | eIF4E-4G inh | FXIa inh 1536 | Rad51 HR inh | MDM2 E3 inh | 14-3-3 Bad inh | KLK5 inh | Wee1 stabilizer | p97 ATPase inh
Nc1csnc1C(=O)O | -3 | 10[fluorescence artefact?] | -1 | -2 | -7 | 78* | -1 | 0 | 0
